Bioassay records from PubChem.
HP1b binding inh = inhibitors of HP1-beta chromodomain binding to methylated histone tails; P83916; AlphaScreen HP1-beta / biotin-H3K9me3 peptide binding; Potency, µM (titrated, usually from 114 µM), inactives show at the highest dose activity change, negative = inhibition, actives largely listed as inhibitors; 390,000 compounds, 0.56% hits; AID 540317; also: potency is read from the fitted curve at half-maximal effect; nearly all actives have a fitted effect of over 70% in size; inactives centre near 23
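AlphaScreen: HP1-beta (50 nM) preformed 30 min with biotin-H3(1-18)K9me3 peptide (50 nM) in PBS pH 7.4, 0.01% Tween-20. Compound added for 30 min at RT, then streptavidin donor/nickel chelate acceptor beads (10 ug/mL) for 30 min.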
BAZ2B block = inhibitors of human BAZ2B bromodomain. Q9UIF8. AlphaScreen BAZ2B-H3K14Ac peptide displacement. Potency, µM (highest dose often 114 µM), for inactives: top-dose activity change, negative = inhibition, most hits filed as inhibitors. 360,000 compounds, 4.4% hits; also: potency is read from the fitted curve at half-maximal effect; % is scaled to controls: 0 for no effect and ±100 for the full control effect; nearly all actives have a fitted effect of over 60% in size
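AlphaScreen displacement of biotin-H3(5-23)K14Ac peptide (50 nM final) from BAZ2B (50 nM final) in PBS pH 7.4, 0.01% Tween-20; complex preformed 30 min RT, then compounds (top 110 uM) 30 min RT, beads 20 min dark.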
G9a block = G9a (human) methyltransferase inhibition; Q96KQ7; G9a H3K9 monomethylation, AlphaScreen, 2 h; Potency, µM (top dose mostly 102 µM), without a hit: top-dose activity, negative = inhibition, most hits filed as inhibitors; 350,000 compounds, 8.8% hits; also: potency is read from the fitted curve at half-maximal effect; % is scaled to controls: 0 for no effect and ±100 for the full control effect; nearly all actives have a fitted effect of over 75% in size
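Step 1: enzyme (final 20 nM) with compound, 15 min RT. Step 2: substrate peptide 500 nM and SAM 20 uM, 2 h RT. Step 3: anti-H3K9me1 antibody and AlphaScreen beads, 10 min, then plate read.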
RGS4 inhibitor = human RGS4 inhibition | P49798 | Transcreener GDP fluorescence polarization, RGS4-accelerated GTP hydrolysis | Potency, µM (top dose mostly 114 µM), without a hit: at the top dose activity change, negative = inhibition, hits mostly inhibitors | 390,000 compounds, 0.039% hits | AID 504845; also: potency is read from the fitted curve at half-maximal effect; % is scaled to controls: 0 for no effect and ±100 for the full control effect; nearly all actives have a fitted effect of over 75% in size; some results filed as inactive show a strong effect at the top dose
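MLSMR compounds (23 nl, pin-transferred) preincubated 10 min at room temperature with a 500nM (2x) first reagent, then RGS4 at 900nM (2x) plus Transcreener GDP mix added; fluorescence polarization (620/688 nm) read before and after 90 min at 30 °C.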
GLS inh = glutaminase GLS (human) inhibition | O94925 | GLS enzymatic activity, qHTS titration | Potency, µM (highest dose often 45.5 µM), without a hit: at the highest dose activity change, negative = inhibition, most hits filed as inhibitors | 410,000 compounds, 0.21% hits; also: potency is read from the fitted curve at half-maximal effect; % is scaled to controls: 0 for no effect and ±100 for the full control effect
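Read-out is an Amplex red fluorescence increase coupled through glutamate oxidase and HRP, measured before and after 30 min room-temperature incubation. hKGA is in 45 mM KH2PO4 (pH 8.2) with 0.02% Tween-20; glutamine added as 1mM solution.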
JMJD2A Tudor inh = JMJD2A Tudor domain (human) inhibition. O75164. AlphaScreen JMJD2A-Tudor / H3K4me3 peptide binding. Potency, µM (doses to about 114 µM), for inactives: at the top dose activity change, negative = inhibition, actives largely listed as inhibitors. 390,000 compounds, 4.4% hits. AID 504339; also: potency is read from the fitted curve at half-maximal effect; % is scaled to controls: 0 for no effect and ±100 for the full control effect; nearly all actives have a fitted effect of over 50% in size
ERG Ets-DNA blk = ERG Ets/DNA interaction inhibition; P11308; fluorescence polarization, His-ERG Ets domain / labelled DNA; Potency, µM (top dose mostly 76.9 µM), without a hit: at the top dose FP activity, negative = inhibition, actives largely listed as inhibitors; 370,000 compounds, 0.028% hits; AID 624246; active = well fitted inhibition curve with a large enough effect in the polarisation, with a control signal flat; inconclusive = small, poorly fitted or top-dose-only effect, or effect the other way, or a change in a side signal; inactive = no such curve, though single readings can be large or run the other way; the % refers to the polarisation;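 also: polarization taken with two DNA probes labelled with fluorescein and Texas red; potency is read from the fitted curve at half-maximal effect; % of control where 0% means no effect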
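His-tagged ERG Ets domain (1 uM in the protein solution; 300mM KCl, 50mM Tris-HCl, 1mM EDTA, 1mM DTT, pH 7.5) received compound, then a probe mix of 5 nM fluorescein-DNA and 100nM Texas-615-DNA. Fluorescence polarization was read for both dyes.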
PI4K2A block = PI4K2A (human) kinase inhibition | activity change, negative = inhibition, % at 76.9 µM | Q9BTU6 | purified PI4K2A, ADP-Glo luminescence, 1 h; stronger effect = lower value | 420,000 compounds, 0.13% hits; in the data active = activity change below about -50%; inconclusive = mostly about -30% to -49%;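 also: -100% = wells without enzyme as full effect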
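In this quantitative HTS, ADP production by PI4K2A was quantified luminescently after 1 h at ambient temperature; 100 microM adenosine served as plate-quality control.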
12-LOX inh = inhibitors of human 12S-lipoxygenase ALOX12; P18054; purified 12hLO, xylenol orange hydroperoxide absorbance; 580,000 compounds, 1.1% hits; Potency, µM (highest dose often 108 µM), inactives show top-dose activity change, negative = inhibition, most hits filed as inhibitors; AID 1671190; also: potency is read from the fitted curve at half-maximal effect; % is scaled to controls: 0 for no effect and ±100 for the full control effect
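Hydroperoxide product was detected by ferrous iron/xylenol orange as the 573 to 405 nm absorbance ratio. Arachidonic acid at 40 uM (final) was turned over for 30 min at room temperature by 150 nM human 12hLO, pH 7.0 Hepes buffer, after 15 min compound preincubation.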
The depositor's hits bear a star; ? = inconclusive; / = not tested or not shown; & = joins results of further samples; [ ] = dose if it differs, or a comment. Unless noted, calls follow the shape of the dose curve; as a rule, active = well fitted curve in the direction sought with a large enough effect; inconclusive = small, poorly fitted or top-dose-only effect, or another doubt; inactive = no such curve, though single readings can be large; an effect the other way counts as inactive or inconclusive. These rows are one share of the data (hit frequency here may not be typical).

SMILES	HP1b binding inh	BAZ2B block	G9a block	RGS4 inhibitor	GLS inh	JMJD2A Tudor inh	ERG Ets-DNA blk	PI4K2A block	12-LOX inh
Cc1cc(SCC(=O)OCC(=O)N(CCC#N)c2ccccc2)nc2ccccc12	18.8%	6.2%	11.3%[59 µM]	-9.8%	0.5%	-14.9%	-2.2%	-2.3	-16.4%
COc1ccc(/C=C2/C(=O)N=C3SCCN32)cc1	13.5%	0.7%	25.6%[59 µM]	-20.2%	7.6%	-19.4%	6.1%	-7.3	0.0%
COCCN(C(=O)c1csnn1)C(C(=O)NC1CCCCC1)c1ccc(C)cc1 (stereo not drawn)	17.2%	2.2%	0.4%	-4.0%	0.6%	4.1%	1.8%	4.5	11.7%
CC(Sc1nnc(-c2cccnc2)o1)C(=O)NC1CCCC1 (stereo not drawn)	32.9%	9.8%	-18.7%[59 µM]	-23.4%	-8.7%	-19.1%	1.5%	-3.1	0.0%
CC(C)(C)NS(=O)(=O)c1ccc(CCC(=O)N2CCCCC2)cc1	22.4%	4.6%	23.4%[59 µM]	19.6%	1.6%	-6.2%	-9.2%	4.5	0.0%
CCc1ccc(CN(C)C(=O)c2cc(=O)c3ccccc3o2)cc1	15.0%	-0.2%	21.4%	2.5%	3.6%	-5.5%	-12.0%	2.4	-14.7%&-33.4%
COc1cccc(-c2nc(-c3ccc(Br)o3)no2)c1	38.3%&6.7%	-10.1%&-9.2%	-4.6%[59 µM]	-17.3%&-1.7%	-0.5%&-2.1%	2.1%&24.1%	-1.6%&2.6%	-1.4&-5.1	0.0%&-14.5%
Cc1ccc2c(C)c(C(=O)NCC(C)(C)N3CCOCC3)oc2c1C	74.8%[activator]	-16.2%	-6.5%[59 µM]	-15.3%[56.9 µM]	-0.1%	-15.1%	9.9%	3.4	2.0%
CCOc1ccc(NC(=O)c2ccccc2NC(=O)CN2CCCCCC2)cc1	22.8%	-5.4%	-32.8%	-1.1%	10.5%	4.1%	-3.3%	-0.2	1.7%
Cc1cc(OCC(=O)Nc2nnc(C3CC3)s2)ccc1[N+](=O)[O-]	17.4%	-12.0%	-26.5%	-27.7%	-14.1%	-9.7%	-15.0%	-1.6	4.6%
O=C(c1cc2sccc2n1Cc1ccc(F)cc1)N1CCN(c2nc3ccccc3s2)CC1	9.8%	0.5%	7.0%[59 µM]	-1.2%	5.8%	-7.9%	-0.5%	8.0	0.0%[57.4 µM]
Cc1cc(C([O-])=C(C(=S)Nc2ccc(F)cc2)[n+]2ccccc2)c(C)n1-c1ccc(F)cc1	50.1µM*	/	/	?	2.6%	/	49.0%[activator]	-5.3	?
COc1ccc(NC(=O)Nc2ccc3c(c2)C(=O)N([C@H](C)CO)C[C@H](C)[C@@H](CN(C)S(=O)(=O)c2cccs2)O3)cc1	28.3%	/	/	-14.0%	3.0%	-23.8%	9.0%	-0.9	-13.3%
COC(=O)CN1C(=S)N(C)C(=O)C1CC(=O)Nc1ccccc1 (stereo not drawn)	-0.3%	7.6%	13.7%[59 µM]	11.4%	-17.6%	-8.6%	1.9%	-0.3	-14.0%
C=CCC[C@H](Cc1ccc(F)cc1)C(=O)OC[C@@H](NC(=O)[C@@H](CC=C)CC(=O)N[C@@H](CO)Cc1ccccc1)C(C)(C)C	54.1%[activator]	/	/	2.8%	-2.1%	-16.9%	-4.9%	-4.4	0.0%
Nc1c(C(=O)NCc2ccccc2)c2nc3ccccc3nc2n1-c1ccc2c(c1)OCO2	17.9%	-0.6%	-49.5%[59 µM]	-4.2%	1.4%	-11.0%	/	0.1	-3.0%
O=C(CSc1nc2ccccc2nc1Cc1ccccc1)N1CCCc2ccccc21	39.6%[activator][57 µM]	0.2%	27.4%[59 µM]	34.7%	-1.3%	-0.6%	-2.8%	1.1	-23.5%
CCOc1cc2[nH]c(=O)n(CCC(=O)N3CCN(c4ccccc4OC)CC3)c(=O)c2cc1OCC	43.1%[activator]	0.6%	15.7%[59 µM]	-15.3%	9.4%	-15.0%	4.5%	4.1	0.0%
O=[N+]([O-])c1ccc(-c2ccc(/C=N/Nc3nc(N4CCCC4)nc(N4CCCC4)n3)o2)cc1	33.4%	-9.1%	-6.3%[12.7 µM]	3.3%	-3.4%	-7.0%	11.3%	8.3	7.5%
O=C(COc1ccc(Cl)cc1Cl)N/N=C/c1cccnc1	2.9%	0.1%	14.1%	19.1%	4.7%	-4.7%	-0.8%	-8.2	-12.5%
N#Cc1ccsc1NC(=O)CN1CCN(S(=O)(=O)c2cc(Cl)ccc2Cl)CC1	30.3%	-11.6%	50.1µM*	-28.6%	-7.1%	-26.6%	4.4%	-11.4	-22.5%
O=C1CCN(Cc2ccccc2)S(=O)(=O)c2c(F)cc(F)cc21	60.7%[activator]	-1.0%	-10.4%[2.33 µM]	23.0%	6.1%	13.6%	-0.2%	-0.6	-16.9%
O=C(O)[C@H](Cc1ccccc1)NC(=O)N1CCC(Cc2ccccc2)CC1	1.4%[57 µM]	-15.1%	14.1µM*	-13.3%	-9.4%	-2.6%	-7.7%	5.1	?
COc1ccc2nc(Nc3nc(C)c(CCC(C)C)c(=O)[nH]3)nc(C)c2c1	19.8%	-6.0%	-2.5%[59 µM]	25.3%	-2.8%	-16.5%	-0.1%	-2.7	-3.0%&40.9%
COc1cccc(CN(C)C(=O)CSc2nc3ccccc3[nH]2)c1OC	9.1%	-3.0%	-32.7%[59 µM]	13.6%	2.4%	-11.0%	8.7%	-0.7	-0.1%
CC(=O)Nc1ccc(/C=N/NC(N)=S)cc1	/	/	18.7%[59 µM]	/	26.7%&22.7%	/	/	-0.1	-9.2%[22.9 µM]
CCc1sc(C(=O)Nc2nc(C)cs2)cc1C	35.8%	-9.5%	19.8%	-52.3%	-0.6%	1.4%	-2.1%	-2.3	?
CCC(O)(c1ccccc1)C(CN1CCOCC1)c1ccccc1 (stereo not drawn)	20.4%	-8.2%	-2.3%	-14.3%	-1.7%	-18.5%	-0.1%	1.7	?
CSCC[C@H](NC(=O)OC(C)(C)C)C(=O)N/N=C/c1cc2ccc(C)cc2nc1Cl	22.2%	-7.6%	10.3%[59 µM]	-12.6%	-0.3%	-14.2%	-6.5%	-0.6	-6.3%
O=C(O)CCCN=C1NC2(CCCC2)Cc2ccccc21	25.2%	-3.4%	-19.9%[59 µM]	21.6%	2.7%	-3.4%	-3.2%	-0.7	0.0%
COc1cccc(CC2(CO)CCCN(Cc3ccc(OC)c(C)c3OC)C2)c1 (stereo not drawn)	-2.7%	0.0%	/	10.6%	0.2%	-28.9%	12.2%	-0.8	0.0%
Cc1ccc(C)c(NC(=O)CSc2cccc3cccnc23)c1	42.8%[activator]	-10.3%	/	17.3%	-14.1%	-8.3%	6.9%	-0.3	?
O=Cc1cc([N+](=O)[O-])ccc1N1CCOCC1	56.7%[activator]	5.2%	7.1%[59 µM]	-29.5%	4.5%	-5.7%[57.1 µM]	-4.3%	0.4	0.6%
CCn1ccc2cc(S(=O)(=O)N3CCCN(C(=O)Nc4ccc(C)cc4Cl)CC3)ccc21	14.9%[57 µM]	-5.0%	13.7%[59 µM]	8.2%	2.5%	-22.0%	0.5%	0.2	-1.6%
COc1ccc(C)c2sc(NC(=O)C3CC3)nc12	27.0%	0.5%	/	17.4%	-2.2%	-11.6%	-1.0%	-1.1	14.2%
O=C(Cn1c(=O)oc2ccccc21)Nc1nnc(N2CCCCCC2)s1	49.2%[activator]	-6.6%	?	1.0%	0.8%	-15.9%	-1.6%	-1.0	-27.7%
COc1ccc(C(=O)O/N=C(\N)c2ccc(OC)c(OC)c2)cc1	22.9%	11.1%	?	-7.8%	3.3%	-3.6%	3.3%	-4.4	10.1%
CCCc1nc2nc(C)c(NS(=O)(=O)c3ccc4c(c3)CCCC4)c(=O)n2[nH]1	28.4%	3.3%	-17.3%	-4.4%	-0.6%	-14.1%	4.6%	-4.4	-16.4%
O=C1CC(c2ccco2)Sc2nc3ccccc3n21 (stereo not drawn)	19.1%	-31.6%	44.7µM*	?	8.3%	79.4µM*	4.1%	-23.7	?
